CBFb RUNX1 block – inhibitors of human CBF-beta and RUNX1 interaction | AlphaScreen CBFb-His/RUNX1-biotin binding, biochemical | Potency, µM (doses to about 59.8 µM), inactives show at the top dose activity, negative = inhibition, hits mostly inhibitors | 230,000 tested, under 10 active | AID 1477; note: % of control where 0% means no effect
Target sequence (Q01196 whole entry, looked up): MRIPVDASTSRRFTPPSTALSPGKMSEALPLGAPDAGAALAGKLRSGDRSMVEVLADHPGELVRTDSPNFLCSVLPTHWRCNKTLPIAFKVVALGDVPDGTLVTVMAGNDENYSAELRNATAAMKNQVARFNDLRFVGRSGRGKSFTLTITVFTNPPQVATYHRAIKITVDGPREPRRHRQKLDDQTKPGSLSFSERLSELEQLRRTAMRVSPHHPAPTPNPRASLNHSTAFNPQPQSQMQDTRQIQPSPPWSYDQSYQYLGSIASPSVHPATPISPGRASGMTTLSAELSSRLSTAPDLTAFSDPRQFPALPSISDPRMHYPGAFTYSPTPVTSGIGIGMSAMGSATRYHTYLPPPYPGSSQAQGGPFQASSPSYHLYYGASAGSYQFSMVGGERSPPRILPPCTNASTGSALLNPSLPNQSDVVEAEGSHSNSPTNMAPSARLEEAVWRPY
Target sequence (Q13951 whole entry, looked up): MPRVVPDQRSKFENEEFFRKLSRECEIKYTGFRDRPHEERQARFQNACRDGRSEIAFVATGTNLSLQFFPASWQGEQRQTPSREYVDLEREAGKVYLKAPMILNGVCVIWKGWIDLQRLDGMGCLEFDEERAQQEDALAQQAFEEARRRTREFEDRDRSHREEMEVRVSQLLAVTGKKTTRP
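Interaction loss through any mechanism counts as activity. Pre-formed complex of His-CBF-beta and biotin-RUNX1 (30 nM apiece) is incubated with compound 15 min, then with 50 ng nickel and 50 ng streptavidin beads for 90 min before AlphaScreen detection.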
LMNA splice mod – changes lamin A minigene splicing in HeLa cells; hit rate 0.01% among 200,000; Potency, µM (doses to about 46.1 µM), without a hit: at the top dose ratio change, negative = inhibition, hits mostly inhibitors; HeLa LMNA splicing GFP/RFP minigene ratio, 48 h; AID 1487; active = well fitted inhibition curve with a large enough effect in the signal ratio, with a control signal flat, not every such curve was filed as active; inconclusive = small, poorly fitted or top-dose-only effect, or effect the other way, or a change in a side signal; the % refers to the signal ratio; note: potency is the fitted concentration of half-maximal effect; % is set by controls: 0 for no effect and ±100 for the full control effect
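S3 HeLa cells stably expressing lamin A-EGFP splicing minigene plus DsRed2, 600 cells/well, 48 h compound exposure at 37C. Laser-scanning cytometry; analysed as GFP (500-530 nm)/RFP (575-640 nm) total intensity ratio; 0.5% DMSO vehicle.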
NPSR antagonist – blocks cAMP signaling of the human neuropeptide S receptor; CHO-NPSR cells, cAMP TR-FRET, antagonist mode; AID 1461; Potency, µM (doses to about 38.3 µM), without a hit: at the highest dose activity change, negative = inhibition, actives largely listed as inhibitors; hit rate 1% among 220,000; Q6W5P4; note: potency is the fitted concentration of half-maximal effect; % is set by controls: 0 for no effect and ±100 for the full control effect; nearly all actives have a fitted effect of over 50% in size; many of its hits are not listed in these tables
Target sequence (Q6W5P4 whole entry, looked up): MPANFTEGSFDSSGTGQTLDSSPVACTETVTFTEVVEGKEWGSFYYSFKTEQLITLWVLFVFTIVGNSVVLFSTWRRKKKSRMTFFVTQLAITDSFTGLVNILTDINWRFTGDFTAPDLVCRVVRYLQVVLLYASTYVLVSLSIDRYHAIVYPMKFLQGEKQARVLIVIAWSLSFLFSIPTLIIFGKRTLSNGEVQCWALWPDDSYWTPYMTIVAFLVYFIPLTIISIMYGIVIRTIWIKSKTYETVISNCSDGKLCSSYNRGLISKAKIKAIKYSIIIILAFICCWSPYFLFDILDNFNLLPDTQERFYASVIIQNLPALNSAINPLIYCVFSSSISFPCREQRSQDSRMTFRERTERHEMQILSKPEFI
KinaseGlo FLuc – blocks Kinase-Glo luciferase, a counter-screen artifact; Kinase-Glo luciferase, ATP luminescence, 8 min; Potency, µM (top dose mostly 38.3 µM), without a hit: at the highest dose activity change, negative = inhibition, usual class: inhibitors; hit rate 0.28% among 200,000; Q27757; note: potency is the fitted concentration of half-maximal effect; % is set by controls: 0 for no effect and ±100 for the full control effect; nearly all actives have a fitted effect of over 60% in size
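Inhibition of Kinase-Glo luciferase light generation was assessed at 10 uM ATP in pH 7.2 imidazole buffer, with luminescence measured after eight minutes at ambient temperature.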
Epigenetic derep – derepresses silenced GFP reporter in murine cells; murine LDR cells, GFP reporter derepression, 30 h; Potency, µM (titrated, usually from 53.9 µM), without a hit: at the highest dose GFP activation, most hits filed as activators; hit rate 0.2% among 280,000; note: potency is the fitted concentration of half-maximal effect; % of control where 0% means no effect; nearly all actives have a fitted effect of over 60% in size
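GFP-positive cell count by laser-scanning cytometry (objects 20–120 um) after 30 h, 37 C compound exposure of murine LDR cells; reporter is CMV-GFP integrated at a silenced locus, inducible by HDAC or DNMT inhibitors.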
HTT aggregate – reduces HttQ103-GFP aggregates in PC12 cells; PC12 HttQ103-GFP aggregates, Acumen cytometry, 40 h; Potency, µM (titrated, usually from 46.1 µM), for the others: at the top dose activity change, negative = inhibition, most hits filed as inhibitors; hit rate 1.1% among 220,000; note: potency is the fitted concentration of half-maximal effect; % is set by controls: 0 for no effect and ±100 for the full control effect; nearly all actives have a fitted effect of over 60% in size
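Ecdysone-promoter PC12 model expressing HTT exon 1 Q103 fused to GFP, induced by tebufenozide at 100 nM final. Compounds titrated; aggregates sized 1–25 µm scored on a 488 nm laser cytometer.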
IMPase Li inh – cell-permeable IMPase inhibitors with lithium potentiation. CHO-M1 cells, IP1 TR-FRET (IP-One), carbachol + lithium. Potency, µM (series often up to 59.4 µM), inactives show at the highest dose activity, negative = IMPase inhibition, actives largely listed as inhibitors. hit rate 0.35% among 210,000;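 note: IP1 builds up when IMPase is blocked and the TR-FRET signal falls; potency is the fitted concentration of half-maximal effect; plate controls were basal vehicle for no effect and high inhibitor control for full effect; nearly all actives have a fitted effect of over 50% in size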
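Lithium-sensitised IP1 accumulation assay; M1-expressing CHO cells treated 30 min at 37C with compound. Competitive antibody detection by time-resolved FRET followed a 10 min room-temperature lysis step.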
Numbers without * were called inactive; ? = inconclusive; . = not tested or not shown; & = joins results of further samples; [ ] = dose if it differs, or a comment. Unless noted, calls come from the whole dose curve; as a rule, active = well fitted curve in the direction sought with a large enough effect; inconclusive = small, poorly fitted or top-dose-only effect, or another doubt; inactive = no such curve, though single readings can be large; an effect the other way counts as inactive or inconclusive. These rows are one share of the data; the hit share may differ from the screen's.

molecule	CBFb RUNX1 block	LMNA splice mod	NPSR antagonist	KinaseGlo FLuc	Epigenetic derep	HTT aggregate	IMPase Li inh
COc1cc2nc(Cl)nc(N3CCOCC3)c2cc1OC	-4%	.	13%	3%	3.6%	-6%	-8%
Cc1ccc(-c2nc(C)sc2CC(=O)Nc2cccc(C)c2C)cc1	-4%	-8%	-9%[46.1 µM]	.	0.0%	27%	.
Cc1nn(C)cc1/C=C(/C#N)C(N)=O	6%	-10%	12%	-1%	-1.0%	-14%	-4%
Nc1cc(=O)[nH]c(SCC(=O)Nc2ccc(Br)cc2)n1	-8%	23%	3%[46.1 µM]	-3%	1.8%	-9%	-3%[38.3 µM]
CN(C(=O)Cc1noc2ccccc12)c1ccccc1	-14%	0%	6%	-3%	-3.6%	4%	-8%
O=C(CN1CCOCC1)N1CCc2ccccc2C(c2ccccc2)C1 (stereo not drawn)	1%	?	-20%[46.1 µM]	1%	-2.5%	-10%	17%[38.3 µM]
O=C(Cc1ccc(Cl)cc1)NNC(=S)NC(=O)c1cccnc1	1%	3%[46 µM]	-3%	-1%	2.2%	.	1%
Cc1ccc(NC(=O)CSc2nnc(C3CC3)n2N)cc1S(=O)(=O)N1CCOCC1	6%	18%[9.22 µM]	16%	-2%	-0.6%	3%	1%
CCOC(=O)c1c(C)[nH]c(C(=O)COC(=O)COc2ccccc2C)c1C	-14%	?	14%	-1%	-1.5%	0%	0%
CCC1S/C(=N/N=C/c2ccco2)N(Cc2ccccc2)C1=O (stereo not drawn)	24%	.	-21%	.	0.1%	21%[9.22 µM]	.
c1ccc2oc(Cc3ccc(Cc4nc5ccccc5o4)cc3)nc2c1	-5%	?	-8%	0%	0.0%	-10%	15%
CCOC(=O)N1CCN(Cc2nc3c(c(=O)n(C)c(=O)n3C)n2Cc2ccc(F)cc2)CC1	1%	-11%	-13%	10%	0.0%	18%	-4%
CCc1nc(N2CCN(C(=O)c3ccco3)CC2)c2c3c(sc2n1)CCCC3	-4%	-3%	?	-1%	-1.1%	-11%	11%[38.3 µM]
c1csc(-n2nc3ccccc3n2)c1	20%	5%	7%[46.1 µM]	-1%	0.0%	-1%	-7%[38.3 µM]
COC(=O)c1sccc1NC(=O)Cc1ccc(Br)cc1	9%	?	-5%	-28%	0.0%	-10%	-13%
COc1ccccc1CCNC(=O)c1nc(-c2cccs2)no1	10%	-18%[46 µM]	-29%	-4%	-0.4%	-30%	8%
C=CCn1c(SCC(=O)Nc2sccc2C(N)=O)nc2ccccc2c1=O	-2%	?	-15%[46.1 µM]	-4%	0.2%	22%	14%[38.3 µM]
Cc1occc1-c1nnc(SCC(=O)N2CCOCC2)n1CC(C)C	20%	-7%	1%[46.1 µM]	-6%	-1.2%	-7%	12%
O=c1cc(O)c2sc(Nc3cccc(C(F)(F)F)c3)nc2[nH]1	0%	5%	15%	-1%	-0.9%	1%	4%
NCCCC[C@H]1CN=C(N)N1CCC12CC3CC(CC(C3)C1)C2	11%	.	19%	.	11%	11%[9.22 µM]	.
O=C(CCc1ccc(S(=O)(=O)N2CCOCC2)cc1)NN=C1CCCCCCC1	14%	-15%	7%	4%	-1.1%	-10%	-1%
O=C(Nc1ccccn1)c1ccc2c(c1)OCCO2	-5%	.	4%	?	0.9%	0%	-11%
COc1ccc(CCn2c(=S)[nH]c3ccc(N4CCOCC4)cc3c2=O)cc1OC	-7%	-2%[46 µM]	-34%	0%	1.1%	5%	?
O=C(Cc1n[nH]c(=O)[nH]c1=O)N/N=C/c1cccc(Cl)c1	11%	.	-25%	.	-1.6%	21%[9.22 µM]	.
O=C(COC(=O)CCc1ccc(S(=O)(=O)N2CCOCC2)cc1)NC1CCCC1	1%	-10%	11%	4%	-2.1%	7%	-31%
CN(C)CCN(C)Cc1ccccc1Sc1cccc2ccccc12	0%	?	?	-1%	1.1%	14%	13%
Cc1cc(NC(=O)c2ccccc2F)nc2c1c(=O)oc1ccccc12	0%	-2%[46 µM]	?	-2%	1.3%	3%	-3%
Cc1ccc(OCC(O)CNS(=O)(=O)c2ccccc2C(=O)N2CCCCC2)cc1 (stereo not drawn)	7%	3%	9%[46.1 µM]	3%	-6.3%	16%	4%[38.3 µM]
Cc1cc(Nc2ccc(Cl)cc2)n(-c2ccccc2)n1	-9%	-10%	-7%[46.1 µM]	-1%	-3.6%	-22%	34%[activator][38.3 µM]
O=C(COC(=O)c1cc2c(s1)CCC2)Nc1ccc(F)cc1	.	?	2%	-2%	1.1%	-8%	-2%
Cc1ccc(NC(=O)Cn2sc3nc(C)cc(C)c3c2=O)c(Cl)c1	7%	.	-16%	.	9.7%	4%[9.22 µM]	.
O=C(COc1ccccc1)N1CCN(c2nnc(-c3ccccc3)c3ccccc23)CC1	-3%	?	-20%[46.1 µM]	.	-5.1%	-13%	.
Cc1ccc(NS(=O)(=O)c2cccc(C(=O)N/N=C/c3c(C)nn(-c4ccccc4)c3N3CCCC3)c2)c(C)c1	-11%	?	-32%	-1%	1.9%	-13%	4%
CCN(CC)S(=O)(=O)c1cccc(C(=O)Nc2cc3oc4ccccc4c3cc2OC)c1	3%	?	-2%	-3%	0.9%	-12%	-7%
COc1cc(N2C(=O)NC3CC2(C)Oc2ccccc23)cc(OC)c1OC (stereo not drawn)	6%	14%	-5%[46.1 µM]	-2%	-1.2%	2%	6%[38.3 µM]
Cc1ccc(-n2cc(CN3CCN(Cc4nccn4C)CC3)c(-c3cccc(C)c3)n2)cc1	-1%	9%[46 µM]	30%	-4%	0.2%	5%[9.22 µM]	4%
CO[C@H]1[C@H](O[C@H]2O[C@@H](C)[C@@H](O[C@@H]3C[C@](C)(O)[C@H](OC(=O)CC(C)C)[C@H](C)O3)[C@@H](N(C)C)[C@@H]2O)[C@@H](CC=O)C[C@@H](C)[C@@H](O)/C=C\C=C/C[C@@H](C)OC(=O)C[C@H]1OC(C)=O	12%[21.7 µM]	?	.	0%[17.1 µM]	-0.3%[16.9 µM]	13%[20.6 µM]	-1%
COc1ccc(NC(=O)C(C)N2c3cccc4cccc(c34)S2(=O)=O)cc1OC (stereo not drawn)	0%	?	-7%	0%	-2.1%	?	8%
CCCOc1ccc(C(=O)NC(=S)Nc2nc(C)c(C(=O)N(C)C)s2)cc1	-2%	?	-8%[46.1 µM]	-7%	-2.1%	5%	23%[38.3 µM]
COCc1cc(=O)[nH]c(/N=C(\N)Nc2cccc(C)c2)n1	9%	-7%	-9%[46.1 µM]	-4%	-6.5%	2%	10%[38.3 µM]

Reformatted with each value named: 2 of the compounds above
> CCN(CC)S(=O)(=O)c1cccc(C(=O)Nc2cc3oc4ccccc4c3cc2OC)c1
  CBFb RUNX1 block: 3%
  LMNA splice mod: ?
  NPSR antagonist: -2%
  KinaseGlo FLuc: -3%
  Epigenetic derep: 0.9%
  HTT aggregate: -12%
  IMPase Li inh: -7%

> COc1cc(N2C(=O)NC3CC2(C)Oc2ccccc23)cc(OC)c1OC (stereo not drawn)
  CBFb RUNX1 block: 6%
  LMNA splice mod: 14%
  NPSR antagonist: -5%[46.1 µM]
  KinaseGlo FLuc: -2%
  Epigenetic derep: -1.2%
  HTT aggregate: 2%
  IMPase Li inh: 6%[38.3 µM]

Following part
molecule	CBFb RUNX1 block	LMNA splice mod	NPSR antagonist	KinaseGlo FLuc	Epigenetic derep	HTT aggregate	IMPase Li inh
C1CNCCN1	11%	.	.	0%	2.2%	.	4%
COc1ccc(-c2ccc(C#N)c(SCC(=O)NCc3ccco3)n2)cc1OC	12%	.	-9%	.	-1.7%	-3%[9.22 µM]	.
COc1ccc(/C=N/OCC(=O)N2CC3(C)CC2CC(C)(C)C3)cc1 (stereo not drawn)	1%	1%	-11%[46.1 µM]	-1%	0.0%	7%	11%[38.3 µM]
CC(=O)N[C@@H](Cc1ccc(OC(F)(F)F)cc1)C(=O)O	15%	4%[46 µM]	-2%	.	1.1%	10%[9.22 µM]	.
CC1CCC(C(C)C)C(OC(=O)COC(=O)c2ccc(=O)[nH]c2)C1 (stereo not drawn)	14%	?	-14%[46.1 µM]	11%	-0.9%	-5%	2%[38.3 µM]
O=C(NCCCO)c1ccc2[nH]c3ccccc3c2c1	2%	8%	4%[46.1 µM]	-1%	0.8%	-5%	-6%[38.3 µM]
Cc1ccc(NC(=O)CCC(=O)OCC(=O)c2ccc(Oc3ccc([N+](=O)[O-])cc3)cc2)cc1	-4%	-10%	-5%	-5%	1.0%	4%	4%
Cc1ccc(C(=O)c2c(NC(=O)CSc3nnc(N)s3)sc3c2CCCC3)cc1	-5%	?	-20%	-3%	0.0%	-27%	-6%
CCCN1CN(Cc2ccccc2)CNC1=S	-4%	-5%	-9%[46.1 µM]	0%	0.0%	-13%	-6%
CCOC(=O)c1[nH]c2ccc(C)cc2c1NC(=O)CN1CCCCC1	8%	7%	-12%[46.1 µM]	0%	0.9%	?	19%[38.3 µM]
CCCCn1c(=N)n(CC(=O)c2ccc([N+](=O)[O-])cc2)c2ccccc21	5%	.	-40%	-2%	-6.4%	10%	18%
CCN(Cc1ccccc1)S(=O)(=O)c1nc2nc(C)c(C)c(C)n2n1	-2%	6%	12%[46.1 µM]	-2%	-0.2%	-20%	19%[38.3 µM]
CCC(=O)n1nc(-c2cccnc2)nc1NCc1ccc(F)cc1	8%	?	3%	-1%	-0.7%&-0.8%	-21%	2%
O=S(=O)(c1ccccc1)c1nc(-c2cccs2)oc1NCC1CCCO1 (stereo not drawn)	17%	5%	-14%[46.1 µM]	-3%	0.0%	-10%	14%
CC(C)N1C/C(=C/c2ccsc2)C(=O)/C(=C/c2ccsc2)C1	-4%	-17%	?	-2%	?	?	3%
O=C(CNS(=O)(=O)c1ccc(Br)s1)Nc1ccc2c(c1)OCCO2	-2%	-1%	-6%[46.1 µM]	0%	0.9%	10%	-4%[38.3 µM]
CN(C)CCNc1oc(COc2cccc(Cl)c2)nc1C#N	2%	?	-9%[46.1 µM]	-3%	0.7%	-5%	-6%[38.3 µM]

Compound activity deposited in PubChem BioAssay by National Center for Advancing Translational Sciences (NCATS).
